sEH inhibitor: inhibitors of human soluble epoxide hydrolase | 91,000 tested, 0.34% active | inhibition, % at 2 µM | recombinant human sEH enzymatic activity assay | P34913; in the data active = inhibition above about 80%; note: values of inactives mirror those of a sister screen read the other way; many of its hits are not listed in these tables
CD11b adhes enh: CD11b/CD18-fibrinogen binding enhancement. P05107+P11215. K562 CD11b/CD18 adhesion to fibrinogen, ATPlite luminescence. activation, % at 10 µM. 93,000 tested, 0.07% active. AID 1499;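 active = 10 µM primary screen giving 50% or more activity, confirmed by 40% or more on retest at that dose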; note: strong numbers were not always called active; reference of the scale not given here
Calb biofilm kill: kills Candida albicans biofilms; C. albicans biofilm + clotrimazole, Alamar Blue; inhibition, % at 6 µM; 85,000 tested, 0.14% active; AID 834;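 active = inhibition above 20%; inactive = inhibition below 20%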;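 note: preformed 24 hr biofilms exposed to compound for 48 hr; 0% = biofilm without compound and 100% = blank killed by clotrimazole plus chlorhexidine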
ERb SRC1 inh: blocks coactivator binding to human estrogen receptor beta; Q92731; TR-FRET ER-beta LBD / SRC1-Cy5 peptide binding; receptor agonist-loaded with 1 µM estradiol; inhibition, % at 25.6 µM; 86,000 tested, 1.3% active; AID 633;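 active = compounds whose percent inhibition of the receptor-coactivator binding signal exceeds about 50% in the single-dose screen, limit read from the data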;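 note: 0% = receptor plus peptide wells without compound and 100% = peptide-only wells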
Smad3 FoxH1 inh: Smad3 (human) transcription factor binding inhibition | P84022 | AID 630 | inhibition, % at 25 µM | TR-FRET Smad3/Dy647-FoxH1 peptide binding, europium anti-His | 88,000 tested, 0.29% active;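 active = compounds that reduce the energy-transfer binding signal between the protein and its labelled peptide by more than half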;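 note: 0% = Smad3 plus labelled peptide maximal FRET and 100% = peptide-only background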
Target sequence (P84022 whole entry, looked up): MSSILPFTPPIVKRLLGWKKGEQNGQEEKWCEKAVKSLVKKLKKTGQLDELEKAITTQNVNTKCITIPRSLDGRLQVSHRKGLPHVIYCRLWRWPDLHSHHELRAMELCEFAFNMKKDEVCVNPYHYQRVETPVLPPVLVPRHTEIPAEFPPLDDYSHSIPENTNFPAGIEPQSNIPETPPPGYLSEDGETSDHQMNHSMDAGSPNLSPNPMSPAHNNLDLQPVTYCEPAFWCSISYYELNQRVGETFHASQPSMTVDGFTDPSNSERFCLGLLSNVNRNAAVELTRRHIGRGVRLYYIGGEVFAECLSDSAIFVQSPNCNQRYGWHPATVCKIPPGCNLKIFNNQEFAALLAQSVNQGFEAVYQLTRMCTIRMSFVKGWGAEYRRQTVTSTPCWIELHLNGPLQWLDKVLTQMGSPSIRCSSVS
ERa SRC1 pot: ER-alpha (human) coactivator binding potentiation; P03372; TR-FRET ERalpha-LBD/SRC-Cy5 coactivator binding, 2 h; 100 = basal binding, no effect; coactivator binding (% of control), % at 25.6 µM; 86,000 tested, 1.3% active; AID 639; in the data active = activity above about 200%;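 note: binding measured in presence of low estradiol as agonist stimulus; 0% = peptide alone without receptor and 100% = receptor with peptide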
Target sequence (P03372 whole entry, looked up, the tested form may be a part): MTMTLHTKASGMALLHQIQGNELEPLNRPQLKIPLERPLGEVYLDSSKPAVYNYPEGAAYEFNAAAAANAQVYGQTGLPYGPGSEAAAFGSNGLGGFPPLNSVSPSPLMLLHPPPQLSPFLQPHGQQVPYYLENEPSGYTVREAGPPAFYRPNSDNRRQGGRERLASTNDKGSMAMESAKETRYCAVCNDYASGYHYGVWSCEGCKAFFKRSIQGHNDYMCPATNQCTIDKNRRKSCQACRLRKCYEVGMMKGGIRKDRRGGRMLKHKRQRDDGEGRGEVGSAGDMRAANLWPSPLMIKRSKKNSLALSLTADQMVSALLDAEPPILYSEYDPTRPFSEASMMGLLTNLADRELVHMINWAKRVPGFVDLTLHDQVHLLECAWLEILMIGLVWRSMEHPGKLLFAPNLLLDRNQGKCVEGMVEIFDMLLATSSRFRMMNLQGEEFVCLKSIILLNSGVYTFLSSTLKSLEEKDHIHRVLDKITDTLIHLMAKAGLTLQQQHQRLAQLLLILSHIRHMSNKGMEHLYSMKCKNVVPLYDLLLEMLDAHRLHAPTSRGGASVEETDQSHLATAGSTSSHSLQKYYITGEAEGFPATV
CD11b adhes inh: inhibitors of human CD11b/CD18 binding to fibrinogen. K562 CD11b/CD18 adhesion to fibrinogen, ATPlite luminescence; Mn2+ added to activate the integrin. AID 1497. 93,000 tested, 0.54% active. P05107+P11215. inhibition, % at 10 µM;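 active = primary inhibition of 50% or more at 10 µM, then 40% or more on retest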; note: some results filed as inactive read as strong as hits
sEH act: increases human soluble epoxide hydrolase activity; 91,000 tested, 0.04% active; activation, % at 2 µM; AID 717; P34913; purified human sEH enzymatic activity, activator screen; in the data active = activation above about 37%; note: values of inactives mirror those of a sister screen read the other way
MT1-MMP txn act: activates MT1-MMP transcription | AID 750 | activation factor at 10 µM | 86,000 tested, 0.16% active | HT1080 MT1-MMP promoter luciferase reporter, luminescence, overnight; stronger effect = higher value;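 active = activation factor of at least 2 for MT1-MMP transcription at 10 µM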
* = called active by the depositor; x = no result given; [ ] = remark or other dose.

Below each SMILES: sEH inhibitor, CD11b adhes enh, Calb biofilm kill, ERb SRC1 inh, Smad3 FoxH1 inh, ERa SRC1 pot, CD11b adhes inh, sEH act, MT1-MMP txn act
- Cc1cccc(-c2nnc(SCc3ccccc3)o2)c1
    -1.4, 5.8, 3.4, -4.1, 3.4, 96.6, 11.7, 5.1, 1.7
- O=C(Nc1cccc2c1[nH]c1ccccc12)C(F)(F)F
    -1.6, x, 8.2, 5.9, 6.6, 90.9, x, 2.3, 1.2
- Cn1c(CSc2ncn[nH]2)nc2ccccc21
    -3.9, -1.4, 2.4, 23.1[fluorescence artefact?], -3.7, 83.8, -8.6, 3.7, 1
- Clc1ccc(-c2noc(CSc3nnc(Cc4cccs4)n3-c3ccccc3)n2)cc1
    x, -9.4, 11.6, 4.7, -17.0, 102.6[fluorescence artefact?], 68.9*, x, x
- Nc1nc2n(n1)C(c1cccc(Br)c1)CC(c1ccc(F)cc1)N2 (stereo unspecified)
    -26.5, x, 8.4, -3.8[fluorescence artefact?], 0.5, 96.3, x, 26.4, 1
- Cc1ccccc1-n1c(SCc2ccccn2)nc2n[nH]c(C)c2c1=N
    11.0, 11.1, x, x, x, x, 2.6, -8.7, 1.1
- Cc1cc(NC(=O)c2cncc(Br)c2)n(-c2ccccn2)n1
    -3.5, -2.6, 1.0, -4.6, -2.4, 294.0*, -6.2, 5.0, 0.9
- CCOC(=O)CSc1nc(CC)nc2ccccc12
    x, -1.2, 1.7, -0.6, 4.1, 94.8, -2.1, x, 1.1
- O=C(CSc1nnc(-c2ccccc2)n1Cc1ccccc1)N1CCCC1
    0.9, 0.3, 7.7, -9.9[fluorescence artefact?], 3.6, 131.6, 1.2, -3.1, 1
- Cc1[nH]c2ccc(C(=O)OCCN(C)C)cc2c1C
    -1.8, -0.5, -4.1, -2.2, -2.0, 113.7, -14.5, 4.3, 1.4
- CNc1nc(OC)nc(N2CCOCC2)n1
    -6.7, -3.5, 2.8, -4.1, 0.0, 106.4, -8.1, 9.3, 1.1
- COc1ccc(C(C)(C)C)cc1NC(=O)COC(=O)c1cnc(C)cn1
    -4.4, x, 3.9, -19.4[fluorescence artefact?], -3.4, 109.5, x, 6.0, 1.2
- COc1ccc(CCCNC(=O)CC#N)cc1OC
    9.2, 1.9, 9.0, -5.4, 0.5, 113.5[fluorescence artefact?], 5.9, -8.0, 1.1
- CCC(C)(C)n1nnnc1C(c1ccc2ncccc2c1)N1CCN(Cc2ccc3c(c2)OCO3)CC1 (stereo unspecified)
    -11.3, -3.9, 4.4, -11.4, 9.0, 98.3, -2.9, 9.1, 1
- CCC(C)Sc1nc2c(cnn2-c2ccc(C)c(C)c2)c(=O)[nH]1 (stereo unspecified)
    -4.8, 49.1, x, x, x, x, -27.0, 4.6, 1.1
- O=C(CN1C(=O)NC2(CCSC2)C1=O)N1CCN(c2ccc(F)cc2)CC1 (stereo unspecified)
    5.7, -1.6, 5.1, -3.0, 5.1, 112.3, -1.5, -6.4, 1
- CC(=O)N(CCC(Cc1ccccc1)c1ccc2c(c1)OCO2)Cc1ccccc1F (stereo unspecified)
    -15.8, -2.5, x, x, x, x, 27.2, 13.5, x
- COc1cccc(C2(O)CCN(C(=O)c3cccs3)CC2)c1
    x, 45.9, 5.2, -4.7, 1.7, 120.1, -3.9, x, 1
- O=C(Nc1cnccn1)c1ccncc1
    12.3, -2.4, 6.0, -26.5, 11.3, 109.5, -13.7, -10.3, 1.1
- c1coc(CNc2c3c(nc4ncnn24)CCCC3)c1
    x, -2.1, 3.3, -20.0, 3.3, 107.8, -15.1, x, 1.1
- CCOC(=O)c1cc(NC(=O)Nc2ccccc2OC)c(C)nc1C
    9.4, -1.7, 4.4, 1.4, 6.2, 102.8, 2.7, -10.2, 1
- c1cnc(N2CC[N+]3(CCCC3)CC2)nc1
    -16.3, -3.6, 6.8, 4.6[fluorescence artefact?], -6.3, 115.2[fluorescence artefact?], 5.3, 15.7, 1.1
- COc1cc(OC)c(C2C(C(=O)N3CCOCC3)=C(C)NC3=C2C(=O)CC(C)(C)C3)cc1OC (stereo unspecified)
    0.5, -3.5, 5.8, -9.2, 5.5, 117.3, -3.6, 0.9, x
- CC(=O)Nc1cc(C(F)(F)F)ccc1N1CCOCC1
    4.9, -3.2, 3.7, -20.1[fluorescence artefact?], 1.6, 111.5, -0.6, 0.7, 1.1
- Cc1[nH]n(-c2ccccc2)c(=O)c1/C=N/c1ccccn1
    -6.8, x, 2.9, 3.7, 0.5, 96.2, x, 8.5, 1.2
- CSCCC(NC(=O)COc1ccccc1)C(=O)OCC(=O)c1cc2ccccc2o1 (stereo unspecified)
    -2.8, -3.2, x, x, x, x, -1.3, 4.1, x
- CC(C)C(=O)N1CCN(c2nc(-c3ccccc3)c3c(c2C#N)CC(C)(C)OC3)CC1
    2.7, 1.6, 7.6, -3.5, 10.6, 122.0, 1.9, -3.7, 1.2
- NNC(=O)c1cc2c(s1)CCCCCC2
    -2.2, 5.9, 4.5, -8.2, -1.7, 91.2, 12.8, 0.7, 1.3
- CCC(C)[C@H](NC(=O)NCc1cccs1)C(=O)OC (stereo partly specified)
    -10.8, -5.8, x, -4.5, 2.3, 126.1, -6.2, 11.0, 1.2
- Cc1sc2nc(CN3CCN(S(=O)(=O)c4cccc5nonc45)CC3)[nH]c(=O)c2c1C
    5.0, -4.2, 10.4, -7.4, -2.3, 110.3[fluorescence artefact?], -5.9, -6.1, 1.1

In another format: results already given
SMILES: CC(=O)Nc1cc(C(F)(F)F)ccc1N1CCOCC1
  sEH inhibitor: 4.9
  CD11b adhes enh: -3.2
  Calb biofilm kill: 3.7
  ERb SRC1 inh: -20.1[fluorescence artefact?]
  Smad3 FoxH1 inh: 1.6
  ERa SRC1 pot: 111.5
  CD11b adhes inh: -0.6
  sEH act: 0.7
  MT1-MMP txn act: 1.1

SMILES: Cc1[nH]n(-c2ccccc2)c(=O)c1/C=N/c1ccccn1
  sEH inhibitor: -6.8
  CD11b adhes enh: x
  Calb biofilm kill: 2.9
  ERb SRC1 inh: 3.7
  Smad3 FoxH1 inh: 0.5
  ERa SRC1 pot: 96.2
  CD11b adhes inh: x
  sEH act: 8.5
  MT1-MMP txn act: 1.2

(listing goes on)
Below each SMILES: sEH inhibitor, CD11b adhes enh, Calb biofilm kill, ERb SRC1 inh, Smad3 FoxH1 inh, ERa SRC1 pot, CD11b adhes inh, sEH act, MT1-MMP txn act
- CC(C)C(=O)Nc1ccc(Nc2ccccc2)cc1
    6.0, 0.5, 8.2, -4.5, -6.2, 132.2[fluorescence artefact?], -50.5, -7.8, 1.2
- COCCCNC(=O)CN(c1ccc(OC)cc1)S(=O)(=O)c1ccc(NC(C)=O)cc1
    -1.6, 2.4, x, x, x, x, 8.1, 1.1, x
- CC(C)=CC(=O)OCC(=O)Nc1ccc(Cl)cn1
    -6.3, -2.3, -3.8, 0.9, -7.8, 102.9, -5.4, 5.1, 1.1
- COC(=O)c1cc2ccsc2n1CC(=O)N(C)C1CCCCC1
    -28.1, 4.5, 5.7, -8.2, -10.0, 96.1, -9.5, 26.6, 1.1
- COc1ccc(CC(=O)N2CC(=O)N(CCc3ccccc3)C(=O)C2)cc1
    3.1, -3.7, 3.9, -3.2, 2.1, 103.1, 16.3, -3.6, 1.2
- CC(C)c1ccc2oc(=O)cc(CN3CCN(c4ccc(F)cc4)CC3)c2c1
    x, 1.9, 4.2, -0.8, -6.1, 119.0, 2.0, x, 1.1
- O=C(CN1CCCCC1)Nc1ccccc1-c1ccccc1
    -16.2, -6.1, -2.1, -3.1, -5.1, 90.4, 0.3, 13.4, 1.1
- CC(C)Oc1ccc(CNC2CCOC(C)(C)C2)cc1 (stereo unspecified)
    3.5, -6.5, 5.2, -8.2, 4.4, 124.0, 1.0, -4.1, 0.9
- Cc1ccc(S(=O)(=O)c2nc(-c3ccc(F)cc3)oc2SCC(=O)NCC2CCCO2)cc1 (stereo unspecified)
    -30.5, x, 1.2, 14.8[fluorescence artefact?], -68.0, 310.1*[fluorescence artefact?], x, 31.3, 1.1
- Cc1ccc(-c2nn(C)c(=O)c3ccccc23)cc1CNS(C)(=O)=O
    12.5, -3.9, 1.7, 0.1, 3.8, 116.4, 3.0, -11.4, 1.1
- O=C(CC1SC2=NCCN2C1=O)Nc1ccccc1 (stereo unspecified)
    -8.6, -4.5, 10.9, -17.9, 9.4, 128.2, 3.0, 8.6, 1
- O=C(O)CSC12CC3CC(C1)CC(C(=O)O)(C3)C2
    x, 0.0, 8.8, 10.2, -0.7, 100.3, 15.5, x, 1.2
- CC(C)(C)NC(=O)C(=O)NNC(=O)C12CC3CC(CC(C3)C1)C2
    1.4, 4.0, x, x, x, x, -21.0, -0.2, x
- CCOC(=O)CSc1ncc(-c2ccccc2)nn1
    1.0, -2.4, -5.2, -7.9, 9.1, 100.2, 4.2, -0.8, 1.1
- O=C(O)c1c(F)c(F)c(F)c(F)c1-c1ccc(Cl)cc1
    x, 8.3, 9.2, -4.6, -0.4, 108.9, 1.5, x, 1.1
- Nc1c(C(=O)NCc2ccco2)c2nc3ccccc3nc2n1CCc1ccc(F)cc1
    -12.7, 0.5, 4.8, 18.6, 8.0, 44.2[fluorescence artefact?], -0.4, 9.5, 1.1
- Cc1cc(C)n(-c2nc3c(c(=O)[nH]c(=O)n3C)n2C)n1
    x, -0.5, -5.6, -1.0[fluorescence artefact?], 1.9, 97.0, 6.5, x, 1.1
- CCOCCCNC(=O)C1CCN(S(=O)(=O)CC)CC1
    12.1, -2.8, 4.8, -1.9, 1.0, 125.2, -10.8, -8.6, 1.2
- N#Cc1cc2ccc(N3CCOCC3)cc2cc1C#N
    -15.9, 6.2, 2.0, 0.0, 13.4, 119.1, -5.6, 15.3, 1.2
- Cc1ccc(NC(=O)C2CC(c3ccc(F)cc3)=NO2)cc1 (stereo unspecified)
    -2.5, 7.1, 2.0, -4.1, 4.8, 106.7, -14.0, 4.3, 1.1
- CC(=NCc1ccco1)c1c(O)n(C2CCCCC2)c(=O)[nH]c1=O
    19.1, 3.9, 8.4, -0.8, 3.0, 99.8, -7.4, -17.8, 1
- Cc1ccc2nc(NCc3ccccc3)[nH]c2c1
    x, -3.9, 3.4, 7.0, -2.6, 103.8, 15.3, x, 0.7
- Cc1ccc(NC(=O)Cn2nnc(C(=O)NCc3ccco3)c2N)cc1
    -21.1, -5.7, 6.4, -12.2, -15.5, 96.8, -4.4, 20.6, 1
- COc1cc(C(=O)Nc2cc(C(F)(F)F)ccc2Cl)cc(OC)c1OC
    8.8, -0.3, x, x, x, x, -0.2, -6.7, x
- CC(=O)c1cccc(N(CC(=O)Nc2ccc(F)cc2F)S(C)(=O)=O)c1
    -0.9, -0.5, 0.7, -0.5, -2.3, 113.5[fluorescence artefact?], -2.8, 2.3, 1.2
- COc1cccc(CNCC(=O)N2C(C)CCCC2C)c1 (stereo unspecified)
    x, -1.6, 8.9, 0.0, 3.2, 121.8, -7.4, x, 1.2
- Cc1cc(-c2nsc(=O)o2)c(S(C)(=O)=O)s1
    x, x, 6.0, -2.2, 2.1, 109.4[fluorescence artefact?], x, x, 1

The list is partial; the hit share may differ from the screen's.
